hK5 inh = blocks human kallikrein 5 protease activity; recombinant hK5, fluorogenic AMC substrate cleavage; 0.59% of 210,000 active; Q9Y337; inhibition, % at 5 µM;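 active = inhibition of 40% or more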;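 note: 0% = enzyme controls without compound and 100% = no-enzyme blanks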
Hck Nef HTS = blocks Nef-activated human Hck kinase; Recombinant Hck-YEEI plus Nef, Z-Lyte FRET kinase assay; inhibition, % at 20 µM; 0.68% of 220,000 active;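 active = Hck-Nef kinase inhibition above about 50%, limit read from the data; inactive = inhibition below that limit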;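 note: 0% = DMSO with Hck plus Nef and 100% = Hck alone without Nef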
zVAD death inh = L929 zVAD cell death inhibition | viability rescue, % at 10 µM | L929 zVAD necroptosis rescue, ATP luminescence, 24 h; with zVAD 60 µM | 0.38% of 220,000 active;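 active = activation, scaled between plate controls, above about 75%, limit read from the data; inactive = activation under that limit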;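 note: 0% = zVAD with DMSO and 100% = DMSO alone without zVAD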
FXIIa inh 1536 = inhibitors of human coagulation factor XIIa. P00748. purified FXIIa, Boc-QGR-AMC fluorogenic substrate, 2 h. inhibition, % at 5 µM. 0.3% of 220,000 active. AID 800; in the data active = inhibition above about 40%;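 note: 0% = enzyme with no compound and 100% = blank without enzyme; many of its hits are not listed in these tables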
Cl transport mod = modulators of human KCC2 chloride dependent transport; Q9H2X9; KCC2 cells, thallium flux FluoZin-2 fluorescence; B-score of Tl+ flux slope (higher = more flux/activation; lower = inhibition) at 10 µM; 2.2% of 190,000 active; AID 1456;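 active = thallium flux slope and its plate-corrected score both differing from the plate sample mean at a set confidence after two filtering rounds, in either direction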;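 note: slope of fluorescence scaled to starting intensity during 10 to 20 s after thallium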
Target sequence (Q9H2X9 whole entry, looked up): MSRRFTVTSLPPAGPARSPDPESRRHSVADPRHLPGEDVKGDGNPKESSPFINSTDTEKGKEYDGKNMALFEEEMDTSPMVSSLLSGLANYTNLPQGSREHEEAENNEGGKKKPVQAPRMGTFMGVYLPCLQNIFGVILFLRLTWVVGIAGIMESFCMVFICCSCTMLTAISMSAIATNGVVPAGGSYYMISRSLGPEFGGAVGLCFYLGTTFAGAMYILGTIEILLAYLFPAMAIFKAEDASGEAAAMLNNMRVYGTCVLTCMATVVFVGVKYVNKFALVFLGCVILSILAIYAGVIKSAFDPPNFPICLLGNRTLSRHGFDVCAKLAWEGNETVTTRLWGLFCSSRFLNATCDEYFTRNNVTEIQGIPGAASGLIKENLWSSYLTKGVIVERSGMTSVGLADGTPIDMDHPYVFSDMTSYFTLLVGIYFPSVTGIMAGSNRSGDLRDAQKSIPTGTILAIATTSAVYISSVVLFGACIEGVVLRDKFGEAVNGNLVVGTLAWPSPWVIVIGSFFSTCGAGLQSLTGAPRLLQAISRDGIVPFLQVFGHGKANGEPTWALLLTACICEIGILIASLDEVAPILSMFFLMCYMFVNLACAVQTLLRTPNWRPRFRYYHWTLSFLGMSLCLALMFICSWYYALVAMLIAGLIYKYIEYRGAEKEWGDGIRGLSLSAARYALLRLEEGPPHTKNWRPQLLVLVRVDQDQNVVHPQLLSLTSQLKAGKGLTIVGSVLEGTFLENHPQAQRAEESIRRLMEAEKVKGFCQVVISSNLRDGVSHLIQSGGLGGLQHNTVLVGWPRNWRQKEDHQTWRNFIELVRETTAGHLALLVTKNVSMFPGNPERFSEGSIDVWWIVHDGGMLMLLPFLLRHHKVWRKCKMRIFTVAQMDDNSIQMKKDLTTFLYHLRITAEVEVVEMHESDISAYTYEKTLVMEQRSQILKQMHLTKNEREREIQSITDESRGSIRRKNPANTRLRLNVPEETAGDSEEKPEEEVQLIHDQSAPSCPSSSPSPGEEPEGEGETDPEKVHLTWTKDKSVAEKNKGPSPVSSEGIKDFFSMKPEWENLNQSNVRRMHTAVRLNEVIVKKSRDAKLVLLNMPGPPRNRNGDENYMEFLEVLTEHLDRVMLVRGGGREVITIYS
TNF death inh = blocks TNF-alpha induced death of Jurkat FADD-/- cells; Jurkat FADD-/- TNF necroptosis rescue, ATP luminescence, 24 h; 0 = TNF only, 100 = no-TNF cells; activation (protection from cell death), % at 10 µM; 0.068% of 220,000 active;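 active = activation, meaning protection from cell death, of at least 50% relative to plate controls; inactive = activation below 50%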;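 note: necroptosis triggered by 40 ng/mL TNF-alpha added together with compound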
Rad51 HR inh = blocks human Rad51 in homologous recombination | 0.085% of 200,000 active | hRad51 DNA strand exchange, fluorescence dequenching | inhibition, % at 10 µM | Q06609;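 active = inhibition above 40% at the single screening dose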;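 note: 0% = DMSO control wells and 100% = blanks with heterologous ssDNA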
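Assay system: Human Rad51 nucleoprotein filaments preassembled on unlabelled ssDNA | Reagent: Donor/quencher-labelled 47-bp dsDNA substrate | Doses: One concentration, 10 µM final | Times: 37 °C 15-min filament assembly, 30-min compound preincubation, 15-min exchange | Technique: Fluorescein emission 520 nm, excitation 485 nm | Benchmarks: Plate control and blank wells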
thrombin 1536 = thrombin (human) inhibition; P00734; alpha-thrombin, Boc-VPR-AMC fluorogenic substrate cleavage; inhibition, % at 5 µM; 0.26% of 220,000 active; AID 1046;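 active = inhibition at or above 40%; inactive = inhibition below 40%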;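 note: 0% = enzyme with no compound and 100% = wells without enzyme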
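System: Human alpha-thrombin protein | Medium: pH 7.5 Tris (50 mM) with NaCl 150 mM, Tween 20 0.05% | Times: Enzyme reaction carried out at room temperature | Detection: AMC fluorescence, 355/460 nm | Evaluation: Percent inhibition scaled between no-compound controls and no-enzyme blanks | Benchmarks: Enzyme without compound as high, wells lacking enzyme as low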
FXIa inh 1536 = blocks human coagulation factor XIa protease activity | 0.14% of 220,000 active | AID 798 | purified FXIa, Boc-Glu-Ala-Arg-AMC fluorogenic substrate | P03951 | inhibition, % at 5 µM;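 active = inhibition of at least 40%; inactive = inhibition below 40%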;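 note: fluorescence of freed AMC excited at 355 nm; 0% = enzyme without compound and 100% = no enzyme blank; many of its hits are not listed in these tables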
The depositor's hits bear a star; i = inactive; x = no result given.

SMILES	hK5 inh	Hck Nef HTS	zVAD death inh	FXIIa inh 1536	Cl transport mod	TNF death inh	Rad51 HR inh	thrombin 1536	FXIa inh 1536
CCC(C)NC(=O)CS(=O)Cc1nc(-c2cccc(OC)c2)oc1C (stereo not drawn)	-1	9	1.2	-3	x	0.4	-1	-7	-2
COc1ccc(NC(=O)C(=O)NCCN2CCN(C(=O)C(c3ccccc3)c3ccccc3)CC2)cc1	3	4	-0.4	10	-0.039	-10	-13	2	3
COc1cc(/C=N/NC(N)=O)cc([N+](=O)[O-])c1O	2	-14	-1.1	18	0.79	-2.5	-11	25	26
O=C(Nc1ccccc1)C1=C[C@@H](C2CC2)C[C@@H](OCCCCO)O1	-3	0	0.1	7	-0.058	0.4	4	-4	-3
O=C(COc1ccc(Cl)cc1)NCc1cn2cc(Cl)ccc2n1	2	29	0.5	7	-1.1	0.7	10	-14	0
Cc1c(/C(O)=C2\C(=O)C(=O)N(CCCN(C)C)C2c2ccccc2)cnn1-c1ccccc1 (stereo not drawn)	6	21	-0.2	9	x	-0.4	x	0	4
CC(C)(C)Nc1nc(Cl)nc(NC(C)(C)C)n1	5	3	0.9	18	0.66	0.6	x	4	10
COc1ccc(-c2csc(NC(=O)CSc3ccc(Br)cc3)n2)c(OC)c1	-9	0	7.4	7	0.045	4.7	1	-15	3
CSC1=NSC2=NC(=O)/C(=C/c3coc4ccccc4c3=O)C(=N)N12	0	13	-0.4	8	i	-0.3	i	-5	6
Cc1ccc(NC(=O)COC(=O)CCc2ccc(S(=O)(=O)N3CCOCC3)cc2)cc1F	-9	18	4.1	12	1.3	-0.4	8	1	-11
CC(C)OC(=O)C(C#N)c1nc2ccccc2nc1N1CCCC1 (stereo not drawn)	2	-1	1.9	10	-0.81	2.1	-2	0	2
Cc1ccc(Cl)cc1NC(=O)CCCN1C(=O)c2cccnc2C1=O	9	-2	-0.5	20	-0.71	0.2	-22	-5	4
CC(C)c1ccc(NC(=S)NNc2ccc(Cl)c(C(=O)O)c2)cc1	6	14	0.3	11	0.39	-0.3	14	1	4
CCc1nc2cc(Cl)c(Cl)cc2nc1CC	-1	9	1.2	11	0.026	0.0	-29	-1	4
Cc1cc(Cl)ccc1Oc1cccc(C(=O)/C(C#N)=C/N(C)C)c1	4	4	0.0	3	x	-1.4	-3	-4	-4
C=CCOc1ccccc1CNc1cccc(F)c1	-8	4	0.3	10	-0.49	1.3	15	2	-27
N/N=C(\Cc1cscn1)c1ccc(O)cc1O	-1	0	0.4	1	1.1	-0.1	2	-1	-1
Cc1ccc(OCCCN2CCOCC2)c([N+](=O)[O-])c1	-22	4	1.3	18	-0.87	1.0	-6	0	4
Nc1nc(N)nc(-c2ccccn2)n1	-11	-1	-0.2	9	-0.21	-1.8	-1	-4	2
CC1(C)Cc2nc(NCCCO)c(C#N)cc2CO1	-48	4	0.9	1	x	0.1	1	-5	-8
O=C(c1ccc(F)cc1)C1CCN(Cc2cn[nH]c2-c2ccc(F)cc2)CC1	-2	8	0.9	7	0.17	4.3	18	-3	4
COc1cccc(CC2CC(=O)N(c3ccc4c(C)cc(=O)oc4c3)C2=O)c1 (stereo not drawn)	-6	-5	0.5	-2	1.6	0.6	12	0	-9
CC(=O)c1cccc(NC(=O)c2ccoc2C)c1	8	20	20	5	0.058	0.7	-1	-7	-1
O=C(CC1SC(=Nc2ccccc2)N(Cc2ccccn2)C1=O)Nc1cccc(Cl)c1 (stereo not drawn)	8	-1	1.3	10	0.035	2.3	-10	-15	7
Cc1ccc(-n2c(=O)[nH]c3cc(C(=O)NC4CCN(Cc5ccccc5)CC4)ccc3c2=O)cc1	-10	0	-0.1	18	-0.8	-1.5	0	1	3
O=C(NNC(=O)C1CCN(S(=O)(=O)c2ccc(Cl)cc2)CC1)c1ccncc1	1	20	8.4	5	0.0044	-0.1	0	-7	-2
OC(c1cccc(OCc2ccccc2)c1)c1nnc(-c2ccccc2)o1 (stereo not drawn)	-11	1	-0.3	-8	x	-2.1	5	-1	4
COc1cc(C(F)(F)F)c(C(=O)N(C)Cc2cc(Cl)cc(Cl)c2)cn1	-3	3	0.6	6	-1.1	6.2	4	-1	1
CCCn1cnc2cc(NCc3cccc(OC)c3)ccc21	-1	1	-0.1	1	0.072	-0.7	-2	-6	0
Cc1cccc(NC(=O)CC2C(=O)NC3CCCCC3N2C(=O)c2ccccc2Cl)c1 (stereo not drawn)	-3	8	0.2	-4	0.049	1.0	x	-14	-5
CCOC(=O)c1c(NC(=O)c2ccc(Br)o2)sc2c1CCCC2	-22	2	22	44*	0.84	1.6	x	4	30
CCn1cc(C(=O)OCC(=O)c2cc(C)n(-c3ccccc3F)c2C)c(=O)c2ccc(C)nc21	-13	4	0.3	4	-1.6	0.2	-1	-3	7
COc1ccc(-c2nc(-n3c(C)c(C(C)=O)c(C(C)=O)c3C)sc2C)cc1OC	2	0	-0.5	-4	x	-1.6	-5	-4	-7
CC(C)CNC(=O)CO/N=C/c1ccccc1Cl	-3	12	-0.7	5	0.14	-0.6	-7	-6	3
c1ccc(CCSc2ncnc3nc[nH]c23)cc1	-14	4	-0.2	4	-2.3	1.0	-2	-7	-3
Cc1cccc(N(C)S(=O)(=O)c2ccc3[nH]c(=O)c(=O)[nH]c3c2)c1	4	2	0.3	2	1.2	-2.4	-2	2	-3
Cc1sc2nc(CN3CCCC3)nc(Cl)c2c1C	-13	2	1.2	-2	-0.18	-4.1	-1	-8	-5
C/C(=C\c1ccco1)CN1CCN(Cc2ccc(C)o2)C(CCO)C1 (stereo not drawn)	-2	21	0.2	9	-0.019	0.5	-3	-3	7
COc1ccc(-c2cccc(C3CC=CC4C3C(=O)N(Cc3ccccc3)C4c3ccc(OC)c(Cl)c3)c2)cc1 (stereo not drawn)	1	-2	0.3	6	1.1	2.3	15	-13	1
COc1ccccc1NC(=O)c1ccc(NC(=O)CSc2n[nH]c(N)n2)cc1	-12	-2	2.1	5	0.32	1.2	1	9	-4
O=C(OCC(=O)N1CCOCC1)c1ccc(Cl)nc1	3	1	0.0	-1	1.6	-1.0	2	1	4
Cc1ccc2nc(SCc3nc4c(cnn4-c4ccccc4)c(=O)[nH]3)[nH]c2c1	-76	0	0.4	5	-0.64	-8.6	x	-6	-5
COc1ccc(-n2nc(C(=O)Nc3ccc4c(c3)OCO4)c3ccccc3c2=O)cc1	14	-3	0.5	7	-0.95	-3.3	x	11	3
COc1ccccc1C(=O)C1CCCN(Cc2ccc(Oc3ncccn3)cc2)C1 (stereo not drawn)	2	21	-1.7	4	0.00026	1.8	1	-5	-3
CCn1c(SCC(=O)c2ccc(Cl)cc2)nnc1-c1cccs1	7	0	-0.2	3	x	0.5	1	2	2
Cc1ccc(S(=O)(=O)NC(=O)Nc2c(C)n(C)n(-c3ccccc3)c2=O)cc1	-7	0	-0.4	3	0.46	-0.6	-8	5	1
Cc1cc(C(=O)N/N=C/c2cccs2)no1	-10	4	0.4	22	0.44	1.6	x	0	16
Cc1sc2nc(CN3CCOCC3)nc(NS(=O)(=O)c3ccccc3)c2c1C	-1	2	-0.3	4	0.04	2.2	9	-6	-10
Clc1cccc(-c2nnc3sc(-c4ccccc4)nn23)c1	x	11	0.1	x	0.55	0.5	x	x	x
COCCn1c(N2CCN(c3ccc(OC)cc3)CC2)nc2c1c(=O)[nH]c(=O)n2C	-15	1	-0.2	12	1	0.1	5	-1	3

Additional records follow:
SMILES	hK5 inh	Hck Nef HTS	zVAD death inh	FXIIa inh 1536	Cl transport mod	TNF death inh	Rad51 HR inh	thrombin 1536	FXIa inh 1536
O=C1CCCN1Cc1ncnn1-c1ccccc1	4	-1	0.1	12	-0.55	-0.7	8	0	6
CCOc1ccc(NC(=O)COn2nnc3ccc(S(=O)(=O)N4CCOCC4)cc32)cc1	-3	15	0.6	10	0.13	0.6	0	-19	18
CC(=O)N1CCN(C(=O)CNc2cc(C(F)(F)F)ccc2OCC(F)(F)F)CC1	0	1	0.0	5	0.89	-0.6	6	5	5
CCCCn1c(NCc2ccc3c(c2)OCO3)nc2ccccc21	-5	7	-0.8	13	-1.8	2.2	2	-2	3
O=C(/C=C/N1CCOCC1)c1coc2ccccc12	1	1	2.8	-1	x	-0.7	x	-5	-5
O=C(Nc1ccc2c(c1)OCCO2)C1CCN(c2cnccn2)CC1	4	0	-0.1	-1	-0.66	-2.2	-5	0	8
CCOC(=O)N1CCN(c2ccc(Cl)c(Cl)c2)CC1	-17	0	0.7	10	-1	-0.5	-3	0	27
C/C(=N\NC(=O)c1cc(C(C)(C)C)[nH]n1)C12CC3CC(CC(C3)C1)C2	21	16	74	18	-0.51	2.0	-7	2	5
Cc1ccc(C)n1-c1nccc(-c2ccco2)n1	-3	0	0.4	2	-0.38	-3.4	5	-6	-5
COc1ccc(-c2nsc3c(SCc4ccccc4)ncnc23)cc1	-15	2	0.8	-8	1.4	0.9	8	-9	-3

Laid out differently: 3 of the compounds above
Below each compound: hK5 inh | Hck Nef HTS | zVAD death inh | FXIIa inh 1536 | Cl transport mod | TNF death inh | Rad51 HR inh | thrombin 1536 | FXIa inh 1536
- Cc1ccc(C)n1-c1nccc(-c2ccco2)n1
    -3 | 0 | 0.4 | 2 | -0.38 | -3.4 | 5 | -6 | -5
- CCCCn1c(NCc2ccc3c(c2)OCO3)nc2ccccc21
    -5 | 7 | -0.8 | 13 | -1.8 | 2.2 | 2 | -2 | 3
- CCOC(=O)N1CCN(c2ccc(Cl)c(Cl)c2)CC1
    -17 | 0 | 0.7 | 10 | -1 | -0.5 | -3 | 0 | 27

New compounds follow:
SMILES	hK5 inh	Hck Nef HTS	zVAD death inh	FXIIa inh 1536	Cl transport mod	TNF death inh	Rad51 HR inh	thrombin 1536	FXIa inh 1536
COc1cccc(C(=O)N(Cc2cc3cc(C)ccc3[nH]c2=O)CC2CCCO2)c1 (stereo not drawn)	-31	-1	-0.5	12	-0.3	-0.9	-1	6	-2
O=C(NCc1ccc(Cl)cc1)C1CCC(CNc2c(N3CCCC3)c(=O)c2=O)CC1 (stereo not drawn)	10	13	0.8	17	0.65	-0.8	x	6	17
COc1ccc(Cl)cc1NC(=S)NCCSc1ccc(C)cc1	-6	0	1.3	8	0.56	-3.9	3	-13	-4
CCc1nc2ccccc2n1Cc1ccccc1F	-4	-22	-0.1	4	-0.2	-0.6	10	-12	-4
CCn1c(=S)sc2c(=O)n(-c3ccccc3)c(=S)[nH]c21	x	-7	-0.2	10	0.88	-1.1	x	-5	-4
CCN1C(=O)C(O)(CC(=O)c2cccc(-n3cccc3)c2)c2ccccc21 (stereo not drawn)	x	6	1.0	6	-1.5	1.3	x	-2	-2
CCC(C)C(=O)Nc1nnc(SCC(=O)NC(C)(C)C)s1 (stereo not drawn)	-5	-5	2.4	-1	0.23	1.7	-2	-12	-4
Cc1nc(SCC(=O)NCC2CCCO2)c2oc3ccccc3c2n1 (stereo not drawn)	-5	-2	-0.3	1	x	-3.5	5	-10	3
CC1CCCCC1NC(=O)C1CCN(C(=O)NC2CCCCC2)CC1 (stereo not drawn)	-23	-1	0.1	16	-1.1	-0.9	-7	3	-3
Cc1cc(-c2n[nH]c(=S)n2/N=C/C=C/c2ccco2)n[nH]1	3	10	-0.6	11	-0.97	-0.1	x	-6	2
CCN(CC#CCC1(O)c2ccccc2-c2ccccc21)CCO	16	2	0.2	19	x	-2.4	9	-1	29
CCOC(=O)c1c(NC(=O)c2ccoc2C)sc(C)c1C	9	-1	-0.3	18	x	-0.7	8	5	-13

This is a subset; rates above refer to the full screens.
